Screens from PubChem BioAssay.
EphB4 ephrin blk = blocks human EphB4 binding to ephrin-B2; EphB4 LBD / TNYL-RAW-Alexa532 peptide, fluorescence polarization; actives 0.15% (n = 97,000); inhibition, % at 7 µM; P54760; AID 720;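 active = inhibition above the screen-wide mean inhibition plus 3 SD, cut at about 15% in these data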;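 also: 0% = DMSO wells and 100% = excess unlabeled TNYL-RAW peptide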
PTPN22 inh 2 = LYP (human) phosphatase inhibition | Q9Y2R2 | recombinant LYP catalytic domain, DiFMUP fluorescence | inhibition, % at 2 µM | actives 0.21% (n = 96,000) | AID 640;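 active = inhibition at 2 µM at or above a set limit, the screen mean plus 3 SD, cut at about 24% in these data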;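 also: 0% = DMSO with enzyme and 100% = enzyme fully blocked by orthovanadate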
cytoskel mod = cytoskeleton assembly modification. HUVEC TNFa F-actin phalloidin imaging, high content. inhibition, % at 2 µM. actives 0.18% (n = 91,000). AID 836;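 active = inhibition above the batch mean plus 3 SD and confirmed as a hit by visual image inspection, cut at about 30% in these data, passing the limit was not always enough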; also: strong numbers were not always called active
LYP act = increases human PTPN22 phosphatase activity; Q9Y2R2; AID 697; recombinant LYP, DiFMUP fluorescence; 0 = plate median, 100 = signal doubled; activation, % at 2 µM; actives 0.11% (n = 96,000);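 active = activation at 2 µM above a set limit, the mean plus 5 SD, cut at about 37% in these data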
Pyk2 oligo antag = blocks oligomerization of human Pyk2 in cells; Q14289; Q293 cells, Pyk2 FERM NanoBiT luminescence; hits give low values; z-score (the deposit names both 25 µM and 10 µM); actives 0.83% (n = 99,000);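 active = Z-score of -3 or lower, scaled per plate to the spread of control and sample wells; inactive = z-score above -3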;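 also: negative z-score means lost luminescence so less FERM oligomerization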
Target sequence (Q14289 whole entry, looked up): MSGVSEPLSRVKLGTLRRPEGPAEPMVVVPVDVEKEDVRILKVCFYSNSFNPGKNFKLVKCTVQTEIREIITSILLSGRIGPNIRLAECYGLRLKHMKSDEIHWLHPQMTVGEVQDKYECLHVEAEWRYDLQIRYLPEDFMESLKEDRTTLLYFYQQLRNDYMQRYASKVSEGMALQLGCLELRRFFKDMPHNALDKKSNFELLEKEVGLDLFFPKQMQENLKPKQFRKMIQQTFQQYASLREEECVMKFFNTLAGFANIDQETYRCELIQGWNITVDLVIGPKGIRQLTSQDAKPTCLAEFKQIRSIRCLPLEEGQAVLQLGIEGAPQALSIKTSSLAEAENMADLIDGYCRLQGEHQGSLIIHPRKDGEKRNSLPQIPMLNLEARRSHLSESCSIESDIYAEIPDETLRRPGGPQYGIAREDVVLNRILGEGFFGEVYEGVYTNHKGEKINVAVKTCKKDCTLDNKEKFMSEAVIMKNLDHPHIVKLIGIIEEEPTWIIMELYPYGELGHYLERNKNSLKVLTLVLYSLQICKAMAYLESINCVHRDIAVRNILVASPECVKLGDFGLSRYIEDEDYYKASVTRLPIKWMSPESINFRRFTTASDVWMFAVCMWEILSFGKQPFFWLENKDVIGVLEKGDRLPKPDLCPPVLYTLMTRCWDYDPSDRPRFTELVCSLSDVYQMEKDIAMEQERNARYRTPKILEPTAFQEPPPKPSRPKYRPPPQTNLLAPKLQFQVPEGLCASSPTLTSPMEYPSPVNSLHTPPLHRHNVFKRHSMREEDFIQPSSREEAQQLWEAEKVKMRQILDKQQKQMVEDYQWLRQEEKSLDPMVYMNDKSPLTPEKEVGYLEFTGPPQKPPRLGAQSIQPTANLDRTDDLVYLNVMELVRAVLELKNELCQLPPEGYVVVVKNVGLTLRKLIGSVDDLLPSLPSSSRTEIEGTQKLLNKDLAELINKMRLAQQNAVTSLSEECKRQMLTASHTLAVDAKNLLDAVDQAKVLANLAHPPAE
Rev-RRE block = inhibitors of HIV-1 Rev-RRE RNA interaction | inhibition, % at 8 µM | Rev peptide-RRE RNA binding, FRET | actives 0.79% (n = 97,000) | AID 704;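 active = inhibition above the screen-wide mean plus 3 SD, cut at about 35% in these data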;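 also: 0% = median DMSO wells and 100% = median Neomycin B control wells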
Target sequence (P05866 whole entry, looked up): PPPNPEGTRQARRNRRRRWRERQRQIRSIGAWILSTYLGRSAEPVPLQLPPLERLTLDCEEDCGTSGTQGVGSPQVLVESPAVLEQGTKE
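System: Cy5-labelled duplex RRE RNA binding fluorescein-labelled HIV Rev peptide; Signal: fluorescein-to-Cy5 FRET, 480 nm excitation; Also added: labelled Rev peptide; Compound: one concentration, 8 µM nominal; Buffer or medium: HEPES pH 7.5 salt buffer with EDTA; Read-out: % inhibition of FRET ratio versus controls; Schedule: 5 min preincubation and 15 min binding, 25 °C.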
FAK blocker = blocks human focal adhesion kinase activity; Q05397; biochemical FAK kinase activity assay; inhibition, %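 (tested at 7 µM)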; actives 0.84% (n = 97,000); AID 727; in the data active = inhibition above about 19%;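 also: 0% = DMSO and 100% = reference compound high control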
PLK1 kinase inh = inhibitors of human PLK1 kinase; AID 619; actives 0.53% (n = 97,000); inhibition, % at 10 µM; recombinant PLK1 kinase, TR-FRET peptide phosphorylation;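 active = inhibition of 50% or more in the single-concentration screen; inactive = inhibition below 50%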;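 also: 0% = DMSO max control and 100% = H-89 dihydrochloride min control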
PLK1 PBD inh = inhibitors of human Plk1 polo box domain binding | P53350 | AID 693 | Plk1 PBD phosphopeptide binding, fluorescence polarization | inhibition, %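 (tested at about 20 µM)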 | actives 0.13% (n = 97,000); in the data active = inhibition above about 34%, passing the limit was not always enough
Starred values were filed as active, the others as inactive; · = not tested or not shown; [ ] = dose if it differs, or a comment. Hits appear at their usual frequency; overall some 3.5% were active at least once.

Pyk2 oligo antag	PLK1 PBD inh	EphB4 ephrin blk	PTPN22 inh 2	PLK1 kinase inh	FAK blocker	Rev-RRE block	LYP act	cytoskel mod	molecule
0.99	0	-12	1	-5	-3	-2	3	-12	COc1ccccc1/C=C/C=N/N1CCN(c2ccccn2)CC1
-0.24	36	2	1	-7	0	15	0	4	O=C(Nc1cccc(F)c1)N1CC=C(c2ccc(Cl)cc2)CC1
0.91	7	3	-2	-12	3	-3	0	16	Cc1c(C(=O)NC2CCCc3ccccc32)oc2ccc(S(=O)(=O)N3CCCC3)cc12 (stereo not given)
-0.08	-5	0	15	-2	0	9	-15	-3	COc1ccc(CNc2ccccc2SC)cc1OC
-2.3	-112	-4	4	-311	53*	135*[fluorescence artefact?]	-6	48*	CCN(CC)c1ccc2cc(-c3nc4ccccc4[nH]3)c(=O)oc2c1
0.18	5	5	0	-14	1	6	0	-11	CCn1cnc2cc(NS(=O)(=O)c3ccc(C)cc3)ccc21
0.15	8	7	-2	-9	-1	5	5	-30	C/C(N)=C(/C#N)C(=O)COC(=O)CCS(=O)(=O)c1ccccc1
0.99	9	-8	-5	-18	-1	0	1	4	CC12CCC(=O)N1c1ccccc1C(=O)N2c1ccccc1 (stereo not given)
-0.01	-39	-4	-6	-2	1	7	5	-8	CC1(C)NC(=O)N(CC(O)COc2ccc(-c3ccccc3)cc2)C1=O (stereo not given)
-1	-10	2	-24	-14	-2	3	25	7	CCCC(=O)N1CCc2cc(OC)c(OC)cc2C1c1cc2cc3c(cc2[nH]c1=O)OCO3 (stereo not given)
-1.1	-37	3	-1	-10	0	10	0	-2	CCCn1c(N)c(C(=O)CSc2nnc(C)n2Cc2ccccc2)c(=O)n(C)c1=O
0.4	6	-5	4	-8	1	1	-6	18	O=C(Nc1ccccc1)OC1C2CCC1C(N1CCCCC1)CC2 (stereo not given)
0.34	-7	-1	2	1	3	3	-4	-12	Cc1cccc(OCC(O)Cn2c(NCCCOC(C)C)nc3c2c(=O)[nH]c(=O)n3C)c1 (stereo not given)
·	-9	-1	-12	-3	-1	4	9	0	COC(=O)c1nc2n(n1)C(c1cccc(Cl)c1)C1=C(CC(C)(C)CC1=O)N2 (stereo not given)
-0.37	-15	4	11	-13	-7	4	-8	-5	CCCOc1cccc(C(=O)Nc2cc(NC(=O)c3ccco3)ccc2OC)c1
-0.44	-10	5	-5	-2	-4	4	2	27	C(=N\n1cnnc1SCc1ccccc1)/c1ccco1
-0.35	24	-3	6	-4	3	-1	-4	1	CC(C)Cn1cc(C(=O)NCCCOC(C)C)c2c3ccccc3n(C)c2c1=O
0.62	10	-6	-2	-10	-4	3	2	0	COC(=O)Cn1cnc2c1c(=O)n(C)c(=O)n2C
-0.47	-19	-4	3	-8	-4	-2	-5	-3	C=CCSc1nc(=O)n2cccc(C)c2n1
0.04	-19	-1	5	-5	0	7	-6	9	CCN(CC)CCn1c(OC)cc(=O)[nH]c1=O
-0.03	20	12	-8	-14	-1	6	7	-10	COc1ccc(Cc2nnc(SCC(=O)Nc3nc(C)cs3)o2)cc1
-0.38	-1	6	1	-12	-8	8	-2	9	CC1(C)CC(=O)C(C=NCCCN2CCCC2=O)=C(O)C1
-1.2	6	1	8	-4	4	9	-10	10	Cc1cc(NC(=O)CSc2nnc(-c3ccncc3)n2N)ccc1Br
1.6	-17	5	10	-5	-2	3	-13	6	CCn1c(=O)cc(SCC(=O)Nc2cccnc2)c2ccccc21
1.4	-16	-4	-9	-53	-31	15	9	-5	COc1ccc(NC(=O)c2sc3cc(C(F)(F)F)cnc3c2-c2cccs2)cc1
-1.2	4	-4	14	-1	-1	-1	-14	7	O=C(NC1CCCC1)C(c1cccs1)N(Cc1ccco1)C(=O)Cn1nnc(-c2cccs2)n1 (stereo not given)
2.1	-4	-10	5	-3	-4	1	-3	-14	CNC(=O)c1ccccc1S(=O)c1ccccc1C#N (stereo not given)
0.18	1	-3	-1	-2	1	3	0	-21	CCN(CC)C(=O)CN(Cc1ccccc1)S(=O)(=O)c1ccc(F)cc1
-1.3	-4	3	-3	-7	0	1	3	33	CCCOc1ccc(C(=O)c2nc3c(n2O)CCCC3)cc1
1.2	-7	4	-1	-6	-2	5	-2	-3	CC(NC(=O)c1csc2ccccc12)C1CCCO1 (stereo not given)
0.37	11	3	-6	-5	2	8	3	-9	Nc1nc(CN2CCN(c3ccccc3F)CC2)nc(Nc2ccc3c(c2)OCCO3)n1
0.34	-27	-4	12	10	-5	2	-8	28	O=C(NCCCN1CCCC1)c1cccc(N2CCCC2=O)c1
1.6	-2	2	4	10	2	7	-7	10	O=C(NCCCN1CCOCC1)c1cc2c(s1)CSC2
0.45	-19	0	-4	1	0	-1	0	-2	Cc1occc1C(=O)N1CCN(Cc2ccccc2)CC1
-0.11	-8	-1	10	-8	-1	18	-8	-1	O=C(COc1ccc(Br)cc1)c1ccc2c(c1)CCCC2
-0.33	-40	2	-20	-10	3	4	15	-24	CN(C)S(=O)(=O)c1ccc(C(=O)OCC(=O)Nc2ccccc2OC(F)F)cc1
1.1	3	-8	-1	-7	0	-1	2	1	O=C(NCC1CCCCC1)C1CCCN(C(=O)NC2CCCCC2)C1 (stereo not given)
0.71	13	-5	9	-5	0	4	-7	-10	CCOC(=O)c1c(NC(=O)CCC(=O)N2CCOCC2)sc2c1CC(C)(C)OC2
-2	-6	1	-28	1	-1	3	29	·	CCc1ccc(NC(=O)Cc2cn(C)c3ccccc23)cc1
1.2	15	-5	2	-8	-2	6	-5	-49	CCC1Oc2ccc(Cl)cc2N(CC(=O)O)C1=O (stereo not given)
-0.68	-12	0	8	-5	2	3	-8	2	Cc1ccc2[nH]c(=O)c(N3CCOCC3)c(-c3ccccc3)c2c1
-2.7	13	-1	12	-2	15	3	-12	5	CC(=O)Nc1nc(C)c(-c2csc(Nc3cccc([N+](=O)[O-])c3)n2)s1
-0.44	5	4	-13	-4	-5	3	10	10	CC(=O)n1cc(C2C(=O)CC(C)(C)CC2=O)c2ccccc21
0.03	2	0	0	7	2	7	-1	4	CCCn1cnc2sc(C(N)=O)c(C)c2c1=O
-1.8	1	6	-7	19	-1	3	6	2	Cn1c(CSCc2ccc(Cl)c(Cl)c2)nnc1SCC(=O)Nc1nccs1
-1.1	-8	0	-14	0	2	16	18	·	Cn1c(=O)c(=O)n(C)c2cc(S(=O)(=O)Nc3ccc(OC(F)(F)F)cc3)ccc21
3.1	9	6	5	-11	-4	0	-3	12	CCc1nnc(NC(=O)CCC(=O)N2CCN(c3ccccn3)CC2)s1
1.1	1	7	4	-1	1	0	-6	-13	O=C(Cc1ccccc1)NC1CCN(S(=O)(=O)c2cccc(F)c2)CC1

Five entries from above, reformatted:
Every second line gives: Pyk2 oligo antag, PLK1 PBD inh, EphB4 ephrin blk, PTPN22 inh 2, PLK1 kinase inh, FAK blocker, Rev-RRE block, LYP act, cytoskel mod
CC(=O)Nc1nc(C)c(-c2csc(Nc3cccc([N+](=O)[O-])c3)n2)s1
    -2.7, 13, -1, 12, -2, 15, 3, -12, 5
CC(=O)n1cc(C2C(=O)CC(C)(C)CC2=O)c2ccccc21
    -0.44, 5, 4, -13, -4, -5, 3, 10, 10
CCCn1cnc2sc(C(N)=O)c(C)c2c1=O
    0.03, 2, 0, 0, 7, 2, 7, -1, 4
Cn1c(CSCc2ccc(Cl)c(Cl)c2)nnc1SCC(=O)Nc1nccs1
    -1.8, 1, 6, -7, 19, -1, 3, 6, 2
Cn1c(=O)c(=O)n(C)c2cc(S(=O)(=O)Nc3ccc(OC(F)(F)F)cc3)ccc21
    -1.1, -8, 0, -14, 0, 2, 16, 18, ·

The list goes on:
Pyk2 oligo antag	PLK1 PBD inh	EphB4 ephrin blk	PTPN22 inh 2	PLK1 kinase inh	FAK blocker	Rev-RRE block	LYP act	cytoskel mod	molecule
0.87	10	2	9	-1	-2	10	-8	-16	Cc1cccc(-n2c(-c3ccncc3)n[nH]c2=S)c1
-0.27	0	3	18	-5	-3	5	-13	0	Cc1ccc(NCc2nnc(SCC(=O)NCc3ccco3)n2CC2CCCO2)cc1Cl (stereo not given)
-0.31	42	-5	-3	-12	1	4	6	4	O=C(NCC1CCCO1)C1c2ccccc2C(=O)N1C1CCCCCC1 (stereo not given)
-0.83	1	9	6	-4	-3	10	-7	-14	Cc1cc2c(c(=O)o1)C(Cc1ccccc1)C(C#N)=C(N)O2 (stereo not given)
-0.14	-4	4	7	-6	-3	9	-8	·	COc1ccc(N2CCN(C(=O)c3ccc(C)cc3Cl)CC2)cc1
1.1	-10	0	3	-8	3	6	-3	9	CSc1cccc(NC(=O)C2CCCN2S(=O)(=O)c2ccc(Br)s2)c1 (stereo not given)
-3.3*	-9	5	6	1	-1	21	-4	·	COc1ccc2[nH]cc(/C=C(/C#N)S(=O)(=O)c3ccccc3)c2c1
0.11	-24	3	6	-1	-1	3	-7	28	C=CCn1c(SCC(=O)NC2CCS(=O)(=O)C2)nc2scc(C3CC3)c2c1=O (stereo not given)
-0.48	-10	-1	2	-21	2	-4	-1	·	CCOC(=O)N1CCC(NC(=O)c2cc(-c3ccc(F)cc3)[nH]c2C)CC1
·	-1	-6	-2	-15	-3	5	2	-2	CC1(C)CC(=O)N(CC(=O)O)c2ccccc2S1(=O)=O
-0.6	7	3	-1	-12	2	3	0	2	Nc1nc(SCc2ccc(Cl)cc2Cl)n[nH]1
-1.9	31	7	10	-7	2	11	-8	27	CCCc1nnc(NC(=O)COC(=O)c2cc(C)nc3ccccc23)s1
0.5	9	3	3	0	-5	-1	-3	·	Cc1nnc(SCC(=O)Nc2nccs2)[nH]c1=O
-0.27	-13	-5	0	5	-5	3	-4	-10	O=C(CCS(=O)(=O)c1cccc2nsnc12)NCc1ccccc1
0.08	-1	-3	-4	7	1	4	4	7	COc1ccc(OCc2nn3c(-c4ccco4)nnc3s2)cc1
0.11	21	3	10	-4	3	13	-13	14	O=c1[nH]c(CN2CCc3ccccc3C2)nc2ccccc12
·	8	-2	-5	-4	-1	-2	3	-2	CCOc1ccc(-n2c(Cc3cc(=O)[nH]c(=O)[nH]3)nnc2SCC(=O)NC2CCCC2)cc1
-0.08	-15	11	-1	4	2	6	-1	·	Cc1cc(C(=O)O)sc1C
0.7	-5	0	8	-13	2	-2	-13	-4	CC1CN(c2ccccc2)C(=O)CS1 (stereo not given)
-0.12	-18	0	4	-6	-2	2	2	19	Brc1ccc(/C=N/N2CCN(C3c4ccccc4-c4ccccc43)CC2)s1
2.6	2	2	3	-8	0	5	-1	0	Cn1c(=O)c2c(nc(Br)n2CCSc2ncccn2)n(C)c1=O
-0.45	-8	-8	1	-5	-1	-1	-3	-1	CCc1nc(N2CCN(C(=O)c3ccccc3)CC2)c(C#N)c2c1COC(C)(C)C2
·	-25	0	8	2	-6	10	-10	7	Cc1c(NC(=O)OCc2ccccc2)c(=O)n(-c2ccccc2)n1C
·	-7	-7	9	-9	0	0	-10	-2	O=C(NC(NC1CCS(=O)(=O)C1)C(=O)c1cccs1)c1ccccc1 (stereo not given)
·	-28	5	5	10	5	6	-8	-16	O=C(NCCN1CCCCCC1)C1CCC(CNS(=O)(=O)c2cccc3cccnc23)CC1 (stereo not given)
0.28	4	-2	0	0	4	-3	-5	-4	CC1CCCC(C)N1C(=O)CSc1nc2ncnc(N)c2[nH]1 (stereo not given)
1.5	27	7	5	5	-2	6	-4	·	Cc1ccc(NC(=O)c2noc3c2CC(C(C)(C)C)CC3)cc1 (stereo not given)
-0.53	-5	-3	-6	-8	0	5	7	-14	O=C(Nc1ccccc1-c1nnn(CC(=O)N2CCCc3ccccc32)n1)c1ccc(Cl)cc1
